Compound activity (PubChem BioAssay)
TNFa cytotox = toxic to HUVEC cells under TNF alpha stimulation. HUVEC TNFalpha-stimulated, Hoechst cell count, imaging. cell count reduction, % at 2 µM. hit rate 0.17% among 93,000;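 active means cell count reduction exceeding the screen mean by over 5 SD, scaled to untreated wells per plate, cut at about 78% in these data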;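 further: cells counted after 24 h of TNF alpha exposure following the 1 h pretreatment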
VCAM1 TNFa inh = reduces TNF alpha induced VCAM1 expression in HUVEC; inhibition, % at 2 µM; HUVEC TNFa-induced VCAM-1 immunofluorescence, high-content imaging; hit rate 0.48% among 95,000;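 active means inhibition above the batch mean plus 3 SD, with images confirmed as a hit by eye, cut at about 37% in these data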;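 further: 0% = TNF-stimulated DMSO wells and 100% = unstimulated control wells; not every result past the cut was called active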
Smad3 FoxH1 inh = blocks human Smad3 binding to FoxH1 peptide. AID 630. P84022. TR-FRET Smad3/Dy647-FoxH1 peptide binding, europium anti-His. inhibition, % at 25 µM. hit rate 0.29% among 88,000;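 active means compounds that reduce the energy-transfer binding signal between the protein and its labelled peptide by more than half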;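 further: 0% = Smad3 plus labelled peptide maximal FRET and 100% = peptide-only background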
Target sequence (P84022 whole entry, looked up): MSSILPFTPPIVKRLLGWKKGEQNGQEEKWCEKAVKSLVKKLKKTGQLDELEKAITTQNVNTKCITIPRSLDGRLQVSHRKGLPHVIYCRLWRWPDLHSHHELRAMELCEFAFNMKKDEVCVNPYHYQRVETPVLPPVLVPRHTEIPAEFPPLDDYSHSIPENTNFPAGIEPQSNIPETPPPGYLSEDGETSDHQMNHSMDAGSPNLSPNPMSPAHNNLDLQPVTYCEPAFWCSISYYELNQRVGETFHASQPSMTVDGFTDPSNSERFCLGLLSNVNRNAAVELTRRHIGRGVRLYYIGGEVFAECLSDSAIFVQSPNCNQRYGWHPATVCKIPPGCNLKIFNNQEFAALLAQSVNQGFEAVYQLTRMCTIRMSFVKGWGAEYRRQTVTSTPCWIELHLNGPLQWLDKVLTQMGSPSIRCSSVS
H69AR inhibit = blocks growth of human H69AR lung tumor cells; H69AR lung tumor viability, ATP luminescence, 72 h; active compounds read low; viability, % at 10 µM; hit rate 6% among 85,000;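 active means viability at or below 40%; inactive means viability above 40%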;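 further: multidrug resistant small cell line overexpressing MRP-1 efflux transporter; 100% = mean luminescence of untreated control wells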
HUVEC prolif 384 = inhibitors of human endothelial cell proliferation. viability, % at 10 µM (by protocol). AID 648. hit rate 1.1% among 86,000. HUVEC proliferation, CellTiter-Glo luminescence, 72 h; active compounds read low;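 active means viability at or below 30%; inactive means viability above 30%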;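 further: 100% = median luminescence of DMSO-only cell control wells on each plate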
IL1B cytotox = toxic to HUVEC cells under IL-1B stimulation | cell count reduction, % at 2 µM | hit rate 0.41% among 94,000 | HUVEC cell count loss, Hoechst imaging, IL-1B stimulated;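 active means cell count reduction more than 3 SD above the screen-wide mean, cut at about 70% in these data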;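 further: normalized per plate to untreated control cells as the no-loss baseline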
F-actin modifier = cytoskeleton assembly modification | hit rate 0.18% among 91,000 | HUVEC TNFa F-actin phalloidin imaging, high content | inhibition, % at 2 µM;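 active means inhibition above the batch mean plus 3 SD and confirmed as a hit by visual image inspection, cut at about 30% in these data, passing the limit was not always enough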; further: strong numbers were not always called active
Lung fibro prol = blocks proliferation of human lung fibroblasts; AID 719; hit rate 1.1% among 85,000; LL 47 human lung fibroblast viability, ATP luminescence; active compounds read low; viability, % at 10 µM;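 active means viability at or below 50% in the single dose screen; inactive means viability above 50%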;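 further: compound exposure lasted 72 h before the ATP readout; 100% = median luminescence of untreated cell-only wells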
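Assay system: human lung fibroblast line LL 47, low passage. Input: 1,150 fibroblasts seeded per well. Times: overnight cell rest, 72 h compound treatment at 37 °C. Evaluation: % viability of median cell-only signal. Technique: luminescent ATP detection, CellTiter-Glo. Control set: cell-only wells, no compound.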
Pyk2 oligo antag = Pyk2 (human) oligomerization antagonism. z-score (the deposit names both 25 µM and 10 µM). Q14289. Q293 cells, Pyk2 FERM NanoBiT luminescence; active compounds read low. hit rate 0.83% among 99,000;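 active means Z-score of -3 or lower, scaled per plate to the spread of control and sample wells; inactive means z-score above -3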;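 further: negative z-score means lost luminescence so less FERM oligomerization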
Starred values were filed as active, the others as inactive; nt = no result given; [ ] = remark or other dose.

SMILES	TNFa cytotox	VCAM1 TNFa inh	Smad3 FoxH1 inh	H69AR inhibit	HUVEC prolif 384	IL1B cytotox	F-actin modifier	Lung fibro prol	Pyk2 oligo antag
CCOC(=O)N1CCN(c2c(Nc3ccc4c(c3)OCCO4)c(=O)c2=O)CC1	-4	11	-1	98	100	-3	-7	101	nt
Cc1ccc(N=Cc2ccc[nH]2)c(O)c1	-4	4	nt	nt	nt	-11	12	nt	-0.36
O=c1c2c(-c3ccc([N+](=O)[O-])cc3)csc2nc2n1CCC2	-22	-12	-1	83	80	-28	6	98	0.02
O=C(CN1CCOCC1)Nc1nc2ccc(F)cc2s1	-7	-4	3	93	76	13	19	90	0.52
COc1ccc(-c2noc(CN3CCC(Cc4ccccc4)CC3)n2)cc1	-21	-7	0	96	121	-31	0	103	0.29
COc1ccc(N2CCCn3c2nc2c3c(=O)n(Cc3ccccc3F)c(=O)n2C)cc1	nt	nt	2	66	97	nt	nt	100	nt
CCCc1c(O)nc(SCCN(CC)CC)[nH]c1=O	-24	-6	0	98	93	89*	13	97	-0.93
COc1ccc(C)cc1S(=O)(=O)Nc1ccc(F)cc1	nt	-53	0	108	100	-7	10	104	-0.88
O=C(c1ccc([N+](=O)[O-])cc1)N1CCOC12CCN(c1ncc(C(F)(F)F)cc1Cl)CC2	-5	7	0	74	98	1	-15	99	-0.55
COc1ccc(Cl)cc1NC(=S)N1CCN(C(=O)c2ccco2)CC1	1	6	nt	nt	nt	5	9	nt	-0.14
COc1cccc(C(c2sc3ncnn3c2O)N2CCN(C(=O)c3ccco3)CC2)c1 (stereo not drawn)	-8	3	-10	98	99	2	-5	97	nt
CC(C)C(c1nnnn1C1CCCCC1)N1CCc2ccccc2C1 (stereo not drawn)	-2	-1	-3	87	96	13	-17	97	1.1
O=C(Nc1cc(Sc2nc3ccccc3s2)cc([N+](=O)[O-])c1)c1ccccc1F	-2	-2	nt	nt	nt	6	-7	nt	-1.8
Cc1ccc(-c2csc3nc(C)n(N)c(=O)c23)o1	-6	-25	nt	nt	nt	11	-4	nt	0.82
COc1cc2nc(NCCN3CCOCC3)n3nc(-c4ccccc4)nc3c2cc1OC	nt	nt	1	66	83	nt	nt	106	nt

Next part (five carried over from the part before).
SMILES	TNFa cytotox	VCAM1 TNFa inh	Smad3 FoxH1 inh	H69AR inhibit	HUVEC prolif 384	IL1B cytotox	F-actin modifier	Lung fibro prol	Pyk2 oligo antag
COc1cccc(C(c2sc3ncnn3c2O)N2CCN(C(=O)c3ccco3)CC2)c1 (stereo not drawn)	-8	3	-10	98	99	2	-5	97	nt
CC(C)C(c1nnnn1C1CCCCC1)N1CCc2ccccc2C1 (stereo not drawn)	-2	-1	-3	87	96	13	-17	97	1.1
O=C(Nc1cc(Sc2nc3ccccc3s2)cc([N+](=O)[O-])c1)c1ccccc1F	-2	-2	nt	nt	nt	6	-7	nt	-1.8
Cc1ccc(-c2csc3nc(C)n(N)c(=O)c23)o1	-6	-25	nt	nt	nt	11	-4	nt	0.82
COc1cc2nc(NCCN3CCOCC3)n3nc(-c4ccccc4)nc3c2cc1OC	nt	nt	1	66	83	nt	nt	106	nt
CCOC(=O)c1nnn(-c2nonc2N)c1COc1cc(C)c(Cl)c(C)c1	1	5	37	24*	99	-23	nt	102	0.01
Cc1nc(-c2cccnc2)sc1C(=O)Nc1ccc(C(F)(F)F)cc1	18	0	nt	nt	nt	9	23	nt	0.09
COc1ccc(S(=O)(=O)N2CCN(CC(=O)Nc3cc(C(F)(F)F)ccc3Cl)CC2)cc1	-10	3	7	62	59	-8	5	98	0.74
CC(=O)NC1(C(F)(F)F)N=C2SCCN2C1=O (stereo not drawn)	-21	2	1	94	101	20	-8	98	0.84
CC1CCCCC1NC(=O)c1cncc(Br)c1 (stereo not drawn)	-6	-13	2	100	100	-14	-16	101	-1.1
CCc1ccccc1NC(=O)CSc1nc2n[nH]c(C)c2c(=N)n1-c1ccc(OC)cc1	nt	nt	10	86	81	nt	nt	94	-1.7
O=C(NCC1CCCO1)c1cc2c(s1)CS(=O)(=O)C2 (stereo not drawn)	nt	nt	-3	79	107	nt	nt	111	1.2
CSc1nc(SC)c2c3c(oc2n1)COC(C)(C)C3	nt	nt	-16	84	103	nt	nt	103	0.13
Cn1c(Cn2nnc3ccccc32)nnc1SCC(=O)N1c2ccccc2Sc2ccccc21	-16	-6	-12	69	97	-43	-30	97	0.39
Cc1cccc(NC(=O)c2ccc(OCC(=O)NCc3ccccc3)cc2)c1C	4	-6	nt	nt	nt	10	5	nt	-1.1
Cc1cnc(NC(=O)COc2ccccc2Cl)s1	-16	-15	6	88	94	3	16	98	-0.06
O=C(NC1(C(F)(F)F)C(=O)Nc2c1c(=O)[nH]c(=O)n2Cc1ccccc1)c1ccc(Cl)cc1 (stereo not drawn)	-32	-3	2	107	108	-14	26	100	1.5
O=C(O)C1CC=CCC1C(=O)Nc1ccc(F)c(F)c1 (stereo not drawn)	-7	8	-4[fluorescence artefact?]	106	105	10	34	97	0.43
c1ccc(Cn2c(SCc3nc4ccccc4s3)nnc2-c2ccco2)cc1	40	32	nt	nt	nt	3	-15	nt	0.03
CC(C)Cc1nnc(NC(=O)CCC(=O)N2CCOCC2)s1	-4	14	4	103	92	-16	-2	97	1.6

Reformatted as a markdown table: entries from further up
| structure | TNFa cytotox | VCAM1 TNFa inh | Smad3 FoxH1 inh | H69AR inhibit | HUVEC prolif 384 | IL1B cytotox | F-actin modifier | Lung fibro prol | Pyk2 oligo antag |
| --- | --- | --- | --- | --- | --- | --- | --- | --- | --- |
| CCOC(=O)c1nnn(-c2nonc2N)c1COc1cc(C)c(Cl)c(C)c1 | 1 | 5 | 37 | 24* | 99 | -23 | nt | 102 | 0.01 |
| O=C(O)C1CC=CCC1C(=O)Nc1ccc(F)c(F)c1 (stereo not drawn) | -7 | 8 | -4[fluorescence artefact?] | 106 | 105 | 10 | 34 | 97 | 0.43 |

Back to the main list, starting 3 compounds before the break.
SMILES	TNFa cytotox	VCAM1 TNFa inh	Smad3 FoxH1 inh	H69AR inhibit	HUVEC prolif 384	IL1B cytotox	F-actin modifier	Lung fibro prol	Pyk2 oligo antag
O=C(O)C1CC=CCC1C(=O)Nc1ccc(F)c(F)c1 (stereo not drawn)	-7	8	-4[fluorescence artefact?]	106	105	10	34	97	0.43
c1ccc(Cn2c(SCc3nc4ccccc4s3)nnc2-c2ccco2)cc1	40	32	nt	nt	nt	3	-15	nt	0.03
CC(C)Cc1nnc(NC(=O)CCC(=O)N2CCOCC2)s1	-4	14	4	103	92	-16	-2	97	1.6
Cc1cc(C(F)(F)F)nc(SCc2ccc(C(=O)O)o2)n1	6	28	1	94	95	-23	-19	108	0.69
Cc1ccc(-n2c(C)cc3c2CCCC3=O)cc1	4	28	4	87	84	-14	7	101	-0.87
CCC1NC(=S)N(C2CCCCC2)C1=O (stereo not drawn)	-3	6	nt	nt	nt	1	-2	nt	-0.31
CCSc1nnc([C@H](C)NC(=O)OC(C)(C)C)o1	-24	2	14	101	97	-36	18	98	-0.99
COc1ccccc1NC(=O)C1=C(C)Nc2nc(-c3ccccc3)nn2C1c1ccccn1 (stereo not drawn)	-32	12	0	85	100	-24	-3	98	-0.13
O=C(c1ccc2snnc2c1)N1CCCC1	-10	3	9[fluorescence artefact?]	92	96	15	27	104	0.79
CC(C)Cn1c(CNC(=O)c2ccccc2)nc2ccccc21	-26	2	1	90	89	0	11	96	0.5
CO/N=C(/CS(=O)c1ccc(Br)cc1)c1ccc(OC)cc1 (stereo not drawn)	-21	18	6	98	89	nt	-2	105	-0.07
Cc1oc(-c2ccc(Cl)cc2)nc1CN1CCC(C(=O)NCCCN2CCOCC2)CC1	6	20	-1	83	74	-1	-50	74	-0.01
CC(=O)C1C(c2ccccc2OC(F)F)NC(=O)NC1(O)C(F)(F)F (stereo not drawn)	-5	9	-21	72	98	-19	-53	101	nt
COC(=O)COc1ccc(-c2nn(C)c(=O)c3ccccc23)cc1	nt	-19	8	99	103	-6	1	74	2.2
COC(=O)Cc1cc(=O)n(-c2nc3ccccc3[nH]2)[nH]1	-13	10	nt	nt	nt	5	0	nt	-0.06
COc1ccccc1N1CCN(CC(=O)c2c(C)n(C)c3ccccc23)CC1	15	-16	0	70	102	4	3	100	0.42
CCCCCCCC(=O)NNC(=O)Cc1ccccc1	2	-8	nt	nt	nt	-2	9	nt	0
COc1ccc(OC)c(NC(=O)CN(c2ccc(OC)c(Cl)c2)S(C)(=O)=O)c1	nt	nt	-8	71	92	nt	nt	88	-1.9
Cc1cc2cc3c(cc2nc1SCC(=O)N1c2ccccc2CC1C)OCO3 (stereo not drawn)	-2	-15	-2	88	110	-18	12	104	-0.77
O=C(CSc1nccn1-c1ncc(C(F)(F)F)cc1Cl)c1ccc(Cl)cc1	-2	7	nt	nt	nt	15	12	nt	0.61
COc1ccc(O/C(=N\S(=O)(=O)c2ccccc2)c2ccccc2)cc1	13	22	nt	nt	nt	9	-8	nt	-0.21
CCOc1ccccc1NC(=O)c1ccc(F)c(S(=O)(=O)N2CCC3(CC2)OCCO3)c1	-41	-19	-3	72	100	-55	-4	91	-0.86
COc1ccc(N(CC(=O)Nc2ccc3c(c2)OCCO3)S(=O)(=O)c2c(C)noc2C)cc1	-17	-7	5	99	87	-21	-3	89	-1.9
CCCc1cc(=O)n2[nH]c(Cc3ccccc3)nc2n1	nt	nt	7	86	97	-34	nt	90	-0.28
CCN(C(=O)CN1CCN(c2ccc(O)cc2)CC1)c1c(N)n(Cc2ccccc2)c(=O)[nH]c1=O	-9	-4	7	98	64	2	-14	102	0.01
Cc1ccc(-n2c(=O)c3c4c(sc3n3c(C)nnc23)COC(C(C)C)C4)cc1 (stereo not drawn)	-2	4	-9	101	103	-8	-11	92	-0.52
CSCCC(NS(=O)(=O)c1ccc2c(c1)OCCO2)C(=O)NCCc1ccccn1 (stereo not drawn)	-17	6	5	97	99	-20	9	107	0.14
O=C(/C=N/O)NCCCn1ccnc1	-34	11	-25	96	102	-15	-5	101	-0.48
O=C(NCc1ccccc1)c1ccc(CN2CCOCC2)cc1	nt	nt	6	87	89	nt	nt	91	-0.98
CCc1ccc(NC(=O)c2cc(C(C)C)on2)cc1	-17	-8	0	73	91	-14	2	95	-0.63

Grouped by structure, the compounds so far with a COOH group
SMILES	TNFa cytotox	VCAM1 TNFa inh	Smad3 FoxH1 inh	H69AR inhibit	HUVEC prolif 384	IL1B cytotox	F-actin modifier	Lung fibro prol	Pyk2 oligo antag
O=C(O)C1CC=CCC1C(=O)Nc1ccc(F)c(F)c1 (stereo not drawn)	-7	8	-4[fluorescence artefact?]	106	105	10	34	97	0.43
Cc1cc(C(F)(F)F)nc(SCc2ccc(C(=O)O)o2)n1	6	28	1	94	95	-23	-19	108	0.69

Not all compounds are listed; the hit share may differ from the screen's.
